High-throughput results (PubChem BioAssay)
EPAC1 ag = qHTS for Agonist of cAMP-regulated guanine nucleotide exchange factor 3 (EPAC1): primary screen; Potency, µM (titrated, usually from 154 µM), for the others: top-dose activation, usual class: activators; Rap guanine nucleotide exchange factor 3 (Homo sapiens), O95398; 0.073% of 360,000 active; EPAC1 agonist qHTS, biochemical assay; response scale: 100% = response to 6.5 mM cAMP; also: nearly all actives have a fitted effect of over 60% in size
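Nucleotide exchange by EPAC1 (100 nM) on Rap1B–BODIPY-GDP (250 nM) in the presence of 50 uM GDP is tracked fluorescently at 480/540 nm over 30 min. Signals are normalized to a 6.5 mM cAMP control.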
PTHR1 agonist = qHTS for PTHR1 Agonists: Primary Screen | Parathyroid hormone/parathyroid hormone-related peptide receptor (Homo sapiens), Q03431 | HEK293 GP2 PTHR1 cells, GloSensor cAMP luminescence, 1 h | Potency, µM (series often up to 115 µM), without a hit: top-dose activation, hits mostly activators | 0.075% of 410,000 active | AID 743266, 2014; also: nearly all actives have a fitted effect of over 55% in size; some results filed as inactive show a strong effect at the top dose; inactives centre near -15; many of its hits are not listed in these tables
Target sequence (Q03431 whole entry, looked up): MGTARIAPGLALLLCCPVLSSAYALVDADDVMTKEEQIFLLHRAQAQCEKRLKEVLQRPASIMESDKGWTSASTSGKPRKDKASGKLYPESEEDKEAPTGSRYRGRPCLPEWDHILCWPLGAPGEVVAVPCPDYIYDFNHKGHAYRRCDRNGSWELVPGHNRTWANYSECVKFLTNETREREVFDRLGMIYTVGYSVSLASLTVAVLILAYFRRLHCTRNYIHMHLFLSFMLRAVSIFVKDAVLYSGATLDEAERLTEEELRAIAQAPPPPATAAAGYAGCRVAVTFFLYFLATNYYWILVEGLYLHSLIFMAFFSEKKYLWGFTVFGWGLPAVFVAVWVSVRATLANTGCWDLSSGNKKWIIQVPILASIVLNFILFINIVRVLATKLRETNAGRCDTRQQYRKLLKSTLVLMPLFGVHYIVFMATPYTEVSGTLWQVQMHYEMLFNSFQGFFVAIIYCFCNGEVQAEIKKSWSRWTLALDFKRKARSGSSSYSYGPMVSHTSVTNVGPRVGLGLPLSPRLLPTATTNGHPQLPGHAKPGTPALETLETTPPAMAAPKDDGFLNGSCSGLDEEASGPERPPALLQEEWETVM
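HEK-293-derived GP2 cells expressing PTHR1 and a GloSensor cAMP reporter, 3,000/well, plated overnight, given luciferin plus IBMX (each 0.5 mM as added) for 1 h at 37 °C, then compound for 1 h at 37 °C. Luminescence was read after 15 min at room temperature.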
aSyn rescue = qHTS of alpha-syn Inhibitors. Yeast expressing alpha-synuclein, growth rescue, BacTiter-Glo, 24 h. Potency, µM (highest dose often 46.1 µM), without a hit: at the highest dose growth rescue (activation), hits mostly activators. 0.14% of 370,000 active; also: % of control where 0% means no effect; nearly all actives have a fitted effect of over 65% in size
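Readout is rescue of growth in alpha-synuclein-expressing yeast, so inhibitors of toxicity appear as activators. Growth after 24 hr at 30 deg C in galactose medium is quantified by luminescence.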
TDP43 rescue = qHTS of TDP-43 Inhibitors; TDP-43 expressing yeast growth rescue, BacTiter-Glo, 24 h; Potency, µM (series often up to 46.1 µM), for inactives: at the highest dose growth rescue (activation), hits mostly activators; 1.8% of 410,000 active; AID 652104, 2013; also: % of control where 0% means no effect; nearly all actives have a fitted effect of over 50% in size
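Galactose-induced TDP-43 yeast, OD600=0.02, compound pinned; 24 hr, 30 deg C; BacTiter-Glo luminescence for growth. Inhibitors of TDP-43 toxicity read as activators.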
EPAC2 antag = qHTS for Antagonist of cAMP-regulated guanine nucleotide exchange factor 2 (EPAC2): primary screen; Rap guanine nucleotide exchange factor 4 (Homo sapiens), Q8WZA2; EPAC2 GEF exchange of Rap1B-BODIPY-GDP, fluorescence; Potency, µM (titrated, usually from 114 µM), for the others: at the highest dose activity, negative = inhibition, most hits filed as inhibitors; 0.18% of 360,000 active; also: % is scaled to controls: 0 for no effect and ±100 for the full control effect; nearly all actives have a fitted effect of over 45% in size; many of its hits are not listed in these tables
EPAC1 antag = qHTS for Antagonist of cAMP-regulated guanine nucleotide exchange factor 3 (EPAC1): primary screen | EPAC1 GEF assay, Rap1b-BODIPY-GDP exchange fluorescence | Potency, µM (doses to about 115 µM), inactives show at the highest dose activity change, negative = inhibition, usual class: inhibitors | 0.14% of 360,000 active | AID 720709, 2013;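 also: plate controls were vehicle for no effect and positive control for full effect; nearly all actives have a fitted effect of over 50% in size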
FUS yeast rescue = qHTS for Suppressors of FUS Proteinopathy: Primary screen using FUS-linked yeast assay; S. cerevisiae FUS-expressing, growth rescue, OD600, 24 h; AID 1347120, 2019; Potency, µM (doses to about 76.6 µM), without a hit: at the highest dose growth rescue (activation), most hits filed as activators; 0.24% of 390,000 active;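 also: plate controls were DMSO vehicle for no effect and reference control for full effect; nearly all actives have a fitted effect of over 55% in size; some results filed as inactive show a strong effect at the top dose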
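Steps: raffinose overnight preculture; dilution to OD 0.005 in 2% galactose minimal medium; compound addition (concentration series); 24hr at 30C, 99% humidity; absorbance read at 600 nm.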
EPAC2 ag = qHTS for Agonist of cAMP-regulated guanine nucleotide exchange factor 4 (EPAC2): primary screen; 0.079% of 360,000 active; EPAC2 activation, biochemical qHTS; response scale: 100% = 6.5 mM cAMP response; AID 720711, 2013; Potency, µM (highest dose often 154 µM), for inactives: top-dose activation, hits mostly activators; also: nearly all actives have a fitted effect of over 50% in size
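qHTS, titration series. 100 nM EPAC2 / 250 nM Rap1B-BODIPY-GDP / 50 uM GDP; RT; ex 480/em 540 nm, 5-min reads to 30 min. Norm. to 6.5 mM cAMP = activation.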
Active calls of the source: *; i = inactive; u = inconclusive; & = joins results of further samples; [ ] = another dose, or the depositor's remark. Calls follow the shape of the dose curve; as a rule, active = well fitted curve in the direction sought with a large enough effect; inconclusive = small, poorly fitted or top-dose-only effect, or another doubt; inactive = no such curve, though single readings can be large; an effect the other way counts as inactive or inconclusive. Potency is read from the fitted curve at half-maximal effect. The list is partial; count on the stated rates, not on these rows.

smiles,EPAC1 ag,PTHR1 agonist,aSyn rescue,TDP43 rescue,EPAC2 antag,EPAC1 antag,FUS yeast rescue,EPAC2 ag
COc1ccc(C2=Nc3ccccc3NC(=O)C2N(Cc2ccccc2)C(=O)C2=NNC(=O)CC2)cc1 (configuration not stated),1.9%,-6.0%,1.3%,10.6%,-9.2%,-1.9%,u,5.8%
O=S(=O)(N(Cc1ccccc1)[C@H](CO)Cc1ccccc1)N(Cc1ccccc1)[C@H](CO)Cc1ccccc1,-6.0%,-45.6%[inhibitor],-1.4%,-3.2%,9.8%,-1.6%,-4.8%,0.8%
C/C(=N\NC(=O)c1ccccc1NC(=O)c1ccc(Cl)cc1)c1ccncc1,-4.0%,-43.9%[inhibitor],-80.5%[inhibitor],-91.9%[inhibitor],8.3%,3.3%,9.5%,4.1%
O=C(Oc1ccc(Br)cc1C(=O)/C=C/c1ccccc1F)c1ccco1,11.9%,-95.6%[inhibitor],25.8%,u,4.2%,-2.7%,11.5%,2.6%
Cc1c([N+](=O)[O-])c(C(=O)Nc2ccc3c(c2)OCCO3)nn1C,-2.1%,-9.0%,1.1%,4.5%,0.8%,8.6%,7.4%,2.3%
COc1ccccc1CN(C(=O)CNC(=O)c1ccco1)C(C(=O)NCC1CCCO1)c1ccccc1 (configuration not stated),1.9%,i,0.7%,7.8%,8.6%,3.0%,-9.2%,3.5%
CCOC(=O)C1C(c2ccccc2)NC(=S)NC1(C)O (configuration not stated),-0.6%,-12.7%,-2.1%,18.7%,-6.9%,-5.7%,4.1%,-0.4%
O=C(CSc1nc2ccccc2c(=O)n1Cc1ccco1)NCc1ccco1,-9.5%,i,-4.3%,-23.9%,7.9%,-4.7%,32.0%,-0.7%
CCc1nnc(NC(=O)CSc2nc3ccccc3o2)s1,2.9%,i,-13.2%,-10.1%,5.0%,8.7%,12.6%,-9.1%
CCOc1ccc(C(C(=O)NCCOC)N(CCOC)C(=O)CCC(=O)Nc2ccccn2)cc1 (configuration not stated),2.6%,i,0.3%,-2.2%,4.0%,-6.4%,17.7%,6.1%
CCN1C(=O)CC(N2CCC(Nc3ccc(F)cc3)CC2)C1=O (configuration not stated),2.8%,-4.9%,1.4%,u,5.8%,-2.5%,-37.7%,6.8%
N#CCCN(Cc1cccnc1)C(=O)Nc1ccccc1,-2.1%,i,7.4%,-15.0%,-13.8%,-4.5%,50.5%,7.6%
CCCCCCSc1ccc(-c2nc3cc(C)ccn3c2NC2CCCCC2)cc1,-6.9%&2.7%,-82.0%&-35.5%[inhibitor],-4.3%&-29.6%,-36.8%[inhibitor],7.8%&-0.9%,-11.8%&-1.1%,22.2%&12.5%,11.2%&-3.2%
Cc1ccc(C)c(OCC(=O)NCC(c2ccco2)N2CCCCC2)c1 (configuration not stated),0.4%,-7.9%,0.7%,18.7%,-5.0%,3.2%,7.8%,0.2%
CN(Cc1ccccc1)C(=O)c1ccc(COc2ccccc2)cc1,10.1%,-22.2%,-0.3%,21.8%,-2.4%,-26.9%,u,15.1%
CCOc1ccccc1C(=O)OCC(=O)Nc1ccc(N2CCCCC2)cc1,0.5%,-14.8%[57.5 µM],-3.6%,-6.7%,-12.8%,-7.1%,u,4.2%
FC(F)(F)c1ccnc(N2CCN(Cc3cnc(-c4ccccc4)[nH]3)CC2)c1,-7.5%,i,4.8%,-4.5%,-7.1%,-24.2%,8.7%,1.7%
COC(=O)c1ccc(C23CC4(C2)[C@H](CN(C)[C@@H]4c2ccccc2)C3c2ccccc2)cc1 (some centres not stated),7.7%,-0.3%,1.0%,4.2%,1.2%,-6.9%,23.6%,4.7%
c1ccc(-c2nnc(-c3ccccc3)o2)cc1,-6.7%,i,-13.3%,-10.0%,6.9%,14.3%,u,-0.8%
O=C(COCc1cc(-c2ccc3c(c2)OCO3)on1)N1CCCCC1,-1.7%,u,7.6%,-8.2%,14.3%,-16.7%,44.0%,10.3%
CN1C(=O)c2cccc3c(N(C)C)ccc(c23)C1=O,4.4%,i,6.5%,-2.9%,-12.9%,-8.0%,-7.9%,4.0%
OC(CNCc1ccccc1)COc1ccccc1 (configuration not stated),-11.4%,-17.5%,-0.4%,-0.5%,16.9%,1.5%,-9.8%,1.0%
CN1CCN(c2ccccc2NC(=O)c2cccs2)CC1,4.7%,-2.1%,-3.1%,-7.8%,0.3%,-3.0%,-13.8%,1.8%
COc1cc2c(cc1OC)CN(C(=O)c1cccc(S(=O)(=O)N(C)C)c1)CC2,-7.1%,i,3.1%,16.1%,-9.8%,-16.2%,22.7%,4.3%
COc1ccc(OCC(=O)Nc2ccc(C)c(S(=O)(=O)N(C)C)c2)cc1,-7.2%,-60.2%[inhibitor],-5.2%,-17.8%[9.22 µM],-16.6%,-13.2%,6.5%,4.5%
O=C(CSc1nnnn1-c1ccccc1)N1CCCc2ccccc21,1.3%,-46.2%[inhibitor][57.5 µM],8.5%,u,-5.7%,0.0%,-2.1%,4.4%
Cc1cc(C)n(/N=C/c2ccco2)c(=O)c1C#N,9.7%,-22.6%,-8.6%,3.9%,-1.1%,7.8%,-3.8%,-14.3%
CCOC(=O)c1c(C)nc2cc(C)cc(C)n12,6.6%,-1.2%,0.8%,8.2%,-0.8%,-6.2%,9.2%,-0.2%
CCOC(=O)C1CCN(C/C=C/c2ccccc2OC)CC1,-0.4%,i,0.1%,-18.2%,5.9%,9.5%,9.1%,-10.3%
COC(=O)CNC(=O)Cc1c(C)n(C(=O)c2ccc(Cl)cc2)c2ccc(OC)cc12,0.5%,20.2%,7.4%,u,-14.5%,-32.1%,16.4%,10.8%

4 entries already listed, ordered by the number in EPAC2 ag, low to high:
Compound	PTHR1 agonist	EPAC2 antag	EPAC1 antag	FUS yeast rescue	EPAC2 ag
CCOC(=O)c1c(C)nc2cc(C)cc(C)n12	-1.2%	-0.8%	-6.2%	9.2%	-0.2%
CN1C(=O)c2cccc3c(N(C)C)ccc(c23)C1=O	i	-12.9%	-8.0%	-7.9%	4.0%
COc1cc2c(cc1OC)CN(C(=O)c1cccc(S(=O)(=O)N(C)C)c1)CC2	i	-9.8%	-16.2%	22.7%	4.3%
O=C(CSc1nnnn1-c1ccccc1)N1CCCc2ccccc21	-46.2%[inhibitor][57.5 µM]	-5.7%	0.0%	-2.1%	4.4%

Going on with the list.
smiles,EPAC1 ag,PTHR1 agonist,aSyn rescue,TDP43 rescue,EPAC2 antag,EPAC1 antag,FUS yeast rescue,EPAC2 ag
CCc1ccc(-n2c(=O)c3ccc(C(=O)NCCc4ccccc4)cc3n(CC(N)=O)c2=O)cc1,-1.0%,-21.1%,0.2%&-0.9%,-13.6%&2.4%,3.2%,2.6%,15.3%&-5.9%,10.8%
CC1CN(S(=O)(=O)c2ccc(F)cc2)C(C)N1C(=O)N1CCOCC1 (configuration not stated),-0.8%,i,2.4%,-10.6%,9.9%,-8.9%,-8.3%,5.7%
CC(C)(C)n1nc2c(c1NC(=O)Cc1cccc3ccccc13)CS(=O)C2 (configuration not stated),-8.5%,i,3.4%,21.7%,-0.5%,4.0%,-0.3%,-2.2%
Cc1c(CCOC(=O)C23CC4CC(CC(C4)C2)C3)sc[n+]1CC#N,-18.0%,i,-4.1%,1.5%,-0.4%,0.8%,-0.2%,-3.3%
O=C(C1CCC(CNc2c(N3CCOCC3)c(=O)c2=O)CC1)N1CCN(c2ccccc2)CC1 (configuration not stated),8.6%,i,4.8%,4.6%,-8.7%,4.6%,1.4%,5.0%
OC(COCc1ccccc1)CN1CCCCC1 (configuration not stated),3.0%,i,-6.3%,16.4%,2.4%,-33.2%,-16.9%,11.3%
COc1ccc(S(=O)(=O)N2CCCC(C(=O)NCCC(C)C)C2)cc1 (configuration not stated),11.5%,-4.0%,0.8%,-0.6%,-2.3%,6.6%,14.1%,12.9%
CC(C)CO/C(=N/S(=O)(=O)c1ccccc1)c1ccccc1,3.8%,u,0.0%,4.5%,u,10.4%,-0.1%,10.2%
CC(C)CNS(=O)(=O)c1ccc(CCC(=O)N2CCN(Cc3ccccc3)CC2)cc1,-2.3%,-15.7%[57.5 µM],-6.7%,-16.1%,7.5%,2.1%,7.8%,6.8%
CN(C)C(CNC(=O)CCCOc1ccccc1)c1ccco1 (configuration not stated),5.7%,i,-3.4%,8.7%,0.7%,-4.8%,18.3%,-3.2%
O=C(Nc1cccc(O)c1)c1ccc([N+](=O)[O-])cc1Cl,2.7%,-3.1%,-1.3%,11.6%,-0.2%,5.7%,-15.1%,5.7%
CC(C)N(CCCNC(=O)CC1Oc2ccccc2NC1=O)Cc1ccccc1 (configuration not stated),-6.2%,-23.8%,-2.5%,16.4%,-5.6%,-0.7%,-14.9%,6.0%
Cc1ccc(CNC(=O)C2CCCN(c3ncnc4c3nc3n4CCCCC3)C2)cc1 (configuration not stated),-0.5%,-23.6%,0.1%,1.8%,0.0%,-4.0%,-8.1%,12.0%
Cc1ccc2oc(C(=O)N3CCN(CCO)CC3)c(C)c2c1,7.7%,-14.0%,0.2%,10.3%,0.3%,-4.3%,3.2%,8.2%
COc1ccc(C)cc1NC(=O)CN(c1ccccc1F)S(C)(=O)=O,-3.5%,i,8.1%,0.0%,7.8%,-2.6%,16.0%,-5.0%
